# DAX1 inh-1 – DAX1 (NR0B1) inhibitors, primary screen, cell-based, HEK293, Gal4-DAX1, luciferase luminescence; Nuclear receptor subfamily 0 group B member 1 (Homo sapiens), P51843; HEK293 Gal4-DAX1 luciferase reporter; inhibition, % at 6.75 µM; actives 0.99% (n = 340,000); AID 504766, 2011;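 active = inhibition above the mean over all tested compounds plus 3 SD, cut at about 4.2% in these data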;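 also: 0% = DAX1-transfected cells with DMSO and 100% = empty-vector control cells with DMSO; inhibition shows as a rise in luminescence from relieved DAX1 repression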
# Target sequence (P51843 207-470 limits assumed): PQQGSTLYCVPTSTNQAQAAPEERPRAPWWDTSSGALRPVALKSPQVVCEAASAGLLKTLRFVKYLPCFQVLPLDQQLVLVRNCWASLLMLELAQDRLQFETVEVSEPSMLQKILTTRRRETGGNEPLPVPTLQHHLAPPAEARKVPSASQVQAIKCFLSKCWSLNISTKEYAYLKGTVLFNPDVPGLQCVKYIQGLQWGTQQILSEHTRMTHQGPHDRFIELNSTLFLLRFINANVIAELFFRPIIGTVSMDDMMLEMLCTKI
# PG9 binder – binders of HIV-1 gp120 antibody PG9, primary screen, biochemical, TR-FRET; HIV-1 gp120 / PG9 antibody interaction; AID 624416, 2012; inhibition, % at 6.7 µM; TR-FRET gp120-PG9 antibody binding; actives 0.43% (n = 360,000); in the data active = inhibition above about 8.5%
# ssDAF-12 act – S. stercoralis DAF-12 nuclear receptor activators, primary screen, cell-based, luminescence, HEK293, GRIP1 co-expression, lit1-tk-luc. HEK293 ssDAF-12/GRIP1 lit1-tk-luc reporter; % of 3 µM dafachronic acid response. activation, % at 6.8 µM. actives 1% (n = 370,000). AID 652126, 2013;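 active = activation above the mean over all tested compounds plus 3 SD, cut at about 0.9% in these data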;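 also: 0% = DMSO-only wells and 100% = 3 µM delta7-dafachronic acid wells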
# GC-A act – GC-A stimulated cGMP production enhancers – HEK293 GC-A cells, cGMP TR-FRET, EC30 ANP, primary screen; Atrial natriuretic peptide receptor 1 (Homo sapiens), P16066; activation, % at 10 µM; 0% at EC30 ANP, 100% saturating ANP; actives 0.14% (n = 370,000); in the data active = activation above about 40%
# ADAM17 inh – ADAM17 inhibitors, primary screen, biochemical, QFRET; inhibition, % at 6.95 µM; recombinant ADAM17, EDANS/DABCYL FRET peptide cleavage; actives 0.83% (n = 370,000);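 active = inhibition above the mean of compounds lying between control limits plus 3 SD, set per campaign, cut at about 8.5% in these data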;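 also: 0% = DMSO-only wells as the low control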
# FXN GAA850 act – FXN promoter activators, primary screen, cell-based, luciferase luminescence, HEK293 lucGAA850; HEK293 lucGAA850 FXN promoter luciferase reporter, 24 h; percent of 10 µM SAHA response; AID 540364, 2011; activation, % at 6 µM; actives 0.56% (n = 360,000);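 active = activation above the average of all compounds screened plus 3 SD, cutoff fixed separately per campaign, cut at about 7.5% in these data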;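 also: 0% = DMSO wells and 100% = 10 µM SAHA wells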
# ADAM10 inh – human ADAM10 inhibitors, primary screen, biochemical, QFRET, HTS; Disintegrin and metalloproteinase domain-containing protein 10 (Homo sapiens), O14672; recombinant ADAM10, EDANS/DABCYL FRET peptide cleavage, 3 h; inhibition, % at 7 µM; actives 0.62% (n = 370,000);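 active = inhibition above a per-campaign cutoff equal to the mean of compounds falling between control-based bounds plus 3 SD, cut at about 20% in these data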;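 also: 0% = DMSO wells while the 100% control is not disclosed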
# Target sequence (O14672 214-748 limits assumed): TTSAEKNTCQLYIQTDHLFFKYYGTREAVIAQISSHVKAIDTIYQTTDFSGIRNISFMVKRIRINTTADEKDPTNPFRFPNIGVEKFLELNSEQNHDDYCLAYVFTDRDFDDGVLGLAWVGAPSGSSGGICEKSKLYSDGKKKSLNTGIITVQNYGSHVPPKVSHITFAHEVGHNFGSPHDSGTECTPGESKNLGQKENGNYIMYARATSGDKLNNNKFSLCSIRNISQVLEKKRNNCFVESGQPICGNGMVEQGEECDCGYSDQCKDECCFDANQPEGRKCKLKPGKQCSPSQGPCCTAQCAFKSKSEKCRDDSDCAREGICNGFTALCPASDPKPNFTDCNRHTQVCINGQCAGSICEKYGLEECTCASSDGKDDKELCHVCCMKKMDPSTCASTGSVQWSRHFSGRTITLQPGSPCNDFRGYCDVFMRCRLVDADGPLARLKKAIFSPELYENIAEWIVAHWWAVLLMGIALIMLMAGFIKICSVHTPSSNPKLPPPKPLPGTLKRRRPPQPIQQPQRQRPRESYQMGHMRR
# hgDAF12 agonist – H. glycines DAF-12 receptor agonists, primary screen, cell-based, luminescence, HEK293, GAL4 fusion, UAS-luciferase | HEK293 GAL4-hgDAF12 UAS-luciferase reporter, agonist luminescence; normalized to butyrate control | activation, % at 6.8 µM | AID 687014, 2013 | Nuclear hormone receptor DAF-12 (Heterodera glycines), GAL4 fusion | actives 1.8% (n = 370,000);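 active = activation above a cutoff set at the mean of all screened compounds plus 3 SD, cut at about 10% in these data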;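 also: 0% = DMSO wells and 100% = sodium butyrate wells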
# DAX1 inh-2 – DAX1 (NR0B1) inhibitors on StAR promoter, primary screen, cell-based, luminescence, SF-1 (NR5A1), full-length DAX-1. AID 652010, 2013. inhibition, % at 6.8 µM. actives 1.1% (n = 370,000). HEK293T StAR-luciferase reporter, SF-1/DAX-1 repression relief;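 active = inhibition above the mean over all tested compounds plus 3 SD, cut at about 3.6% in these data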;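 also: 0% = DAX-1 cells with DMSO and 100% = cells lacking DAX-1 with DMSO; higher inhibition means more luminescence from relief of DAX-1 repression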
# hcDAF-12 act – H. contortus DAF-12 nuclear receptor activators, primary screen, cell-based, luminescence, HEK293, lit1-tk-luc reporter; HEK293 hcDAF-12 lit1-tk-luc reporter; 0% DMSO, 100% Δ7-dafachronic acid; activation, % at 6.8 µM; actives 1.4% (n = 370,000); AID 652067, 2013;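 active = activation above the mean of all tested compounds plus 3 SD, cut at about 5.5% in these data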;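 also: 100% = response to 3 µM Δ7-dafachronic acid high control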
# SMARCA2 act – SMARCA2 (BRM) function activators, primary screen, cell-based, luminescence, high throughput. AID 652017, 2013. actives 1% (n = 370,000). MG213 cells, MMTV-luciferase reporter, dexamethasone, overnight. activation, % at 9.1 µM; in the data active = activation above about 7.8%;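 also: 0% = vehicle wells and 100% = reference activator wells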
# Starred values were filed as active, the others as inactive; i = inactive; / = no result given.
SMILES,DAX1 inh-1,PG9 binder,ssDAF-12 act,GC-A act,ADAM17 inh,FXN GAA850 act,ADAM10 inh,hgDAF12 agonist,DAX1 inh-2,hcDAF-12 act,SMARCA2 act
COc1ccc(C(=O)C2CCCN(C(=O)Cc3c(C)noc3C)C2)cc1OC (configuration not stated),0.2,-1.5,-0.5,-2,-2,4.3,-1,5.1,-0.2,-1.4,-2
Cc1ccc(CNC(=O)[C@H]2O[C@@H](n3cnc4c(N)ncnc43)[C@H](O)[C@@H]2O)o1,/,0.3,-1.4,2,-4,/,-9,-1.9,0.7,-1.7,1
Cc1cc(C)n2nc(C(=O)Nc3ccc4c(c3)OCO4)cc2n1,1.6,-3.3,0.3,1,2,2.5,4,15*,4.2*,4.4,11*
N#CC(c1ccccc1)c1ccc(=O)[nH]n1 (configuration not stated),-1.5,-0.2,-1.2,3,-1,2.5,-4,-0.7,-0.5,-1.1,0
O=c1cc2c(n[nH]1)-c1ccccc1CC2,-0.1,-1.1,-1.1,-1,-3,1.1,4,-0.8,-0.4,-0.4,-3
COc1ccccc1NC(=S)NCc1ccccc1Cl,0.8,-2.0,-0.6,4,1,-1.0,1,-0.8,-0.4,-0.6,-1
O=C(CC1C(=O)NCCN1Cc1cccc(Oc2ccccc2)c1)NCCn1cccn1 (configuration not stated),-0.7,-1.6,-1.4,0,-1,1.8,1,1.8,-1.4,-2.7,1
O=C(C1CCN(c2ncnc3c2sc2cccc(F)c23)CC1)N1CCN(Cc2ccc(F)cc2)CC1,/,/,-1.3,7,-15,/,-59,-6.2,-2.6,0.2,-8
CCOC(=O)c1c(-c2cc(OC)c(OC)c(OC)c2)csc1NC(=O)c1ccccc1,-0.3,1.2,-1.4,1,-4,-0.4,-12,-0.1,1.0,-1.4,0
C[N+]1(CC2COC3(CCCCC3)O2)CCCC1 (configuration not stated),-0.9,0.6,-1.2,3,-5,-0.7,-2,-1.8,-0.1,1.1,-3
O=C(Nc1ccccc1)c1cccc(C(=O)Nc2ccccc2)n1,0.2,-2.1,-0.6,-5,-4,-2.2,3,-0.1,0.5,2.1,0
O=C(COC(=O)c1cccnc1Cl)Nc1ccc(N2CCCCC2)cc1,0.1,-1.6,-0.5,2,-1,1.7,-4,6.3,3.0,0.8,2
COc1ccc(C(=O)c2ccc(OC)cc2OC)cc1,-4.1,-0.2,-0.9,-1,4,-3.6,3,1.1,-0.6,-1.1,-3
CN1CCSc2ccc(C(=O)NCc3ccccc3)cc21,-0.9,1.5,-1.1,0,i,1.5,i,4.5,0.3,-0.7,0
O=C(NCc1ccccc1)c1cc(C2COCCN2C(=O)C2CC2)on1 (configuration not stated),/,0.1,0.5,-2,-4,-0.7,-18,5.4,-0.4,0.2,2
COc1ccc(CN2C(=O)N3Cc4ccccc4C3CS2(=O)=O)cc1 (configuration not stated),/,/,-1.5,-4,2,/,3,-2.5,0.7,-0.8,-1
CC(=O)Nc1ccc(-c2ccc(NC(C)=O)c(O)c2)cc1O,1.0,-2.7,-0.4,-5,-2,2.3,-11,0.8,0.7,-0.3,2
O=C(Cc1ccccc1)NCC(=O)N/N=C/c1cccs1,0.0,0.8,0.0,0,-2,1.4,-6,-4.9,-0.1,0.1,-4
COc1cc(C2(c3ccc(O)c(OC)c3)C(=O)Nc3c(Br)cc(Br)cc32)ccc1O,2.1,-0.5,-0.8,-21,5,0.6,8,1.3,-0.3,0.8,-2
CC(C(=O)N1CCOCC1)N1C(=O)c2cccc3cccc(c23)C1=O (configuration not stated),0.5,0.6,-0.9,0,-12,2.8,-47,-3.6,0.1,1.2,2

# Look-ups from the results shown.
# Under hcDAF-12 act, CN1CCSc2ccc(C(=O)NCc3ccccc3)cc21 has -0.7
# Under FXN GAA850 act, CC(C(=O)N1CCOCC1)N1C(=O)c2cccc3cccc(c23)C1=O (configuration not stated) has 2.8
# Under PG9 binder, O=C(NCc1ccccc1)c1cc(C2COCCN2C(=O)C2CC2)on1 (configuration not stated) has 0.1

# Continued.
SMILES,DAX1 inh-1,PG9 binder,ssDAF-12 act,GC-A act,ADAM17 inh,FXN GAA850 act,ADAM10 inh,hgDAF12 agonist,DAX1 inh-2,hcDAF-12 act,SMARCA2 act
O=C1NC(Cc2ccccc2)c2nc3ccc(Br)cc3c(=O)n2-c2cc3ccccc3cc21 (configuration not stated),0.2,-0.3,-0.7,1,8,-9.0,12,-2.7,1.1,-1.0,-5
O=C(CCS(=O)(=O)c1ccccc1)Nc1ccccc1F,-0.1,-0.8,-0.6,-3,1,2.5,4,2.7,0.1,1.4,-2
CCCOC(=O)Cn1cnc2scc(-c3ccc(C)cc3)c2c1=O,-0.2,-0.8,-0.8,4,0,0.7,6,-0.1,-0.9,-1.7,1
CC12C=CC3(O1)C(C(=O)N1CCCOC13)C2C(=O)O (configuration not stated),2.0,-1.7,-0.2,3,0,2.5,-1,-0.8,0.5,-1.2,2
Cc1ccc(C(=O)NN(CCC(=O)NC(C)(C)C)C2=NS(=O)(=O)c3ccccc32)cc1,0.8,1.3,-1.9,-1,-1,-1.9,-6,-3.2,-0.4,-3.1,-4
CCN(CC)S(=O)(=O)c1cc(NC(=O)COC(=O)c2ccc(NC(=O)CC#N)cc2)ccc1C,-0.2,0.9,-1.9,-1,-1,0.8,9,0.0,0.3,0.9,-2
CCS(=O)(=O)N1CCC(C(=O)NCc2ccc(F)cc2Cl)CC1,0.4,1.8,-1.6,2,2,-1.3,2,1.5,0.4,-1.3,-1
O=C(C1CC(c2ccccc2O)=NO1)N1CCCC1 (configuration not stated),-0.7,-1.5,-1.5,0,-1,2.6,1,14*,1.4,0.8,-1
CCC[C@H]1CN(c2ccccc2)C(=O)[C@@H]1CC(=O)Nc1ccc(OC)cc1,1.5,0.3,-1.8,1,1,-0.6,2,-5.3,-0.6,-1.8,-4
O=C(Cn1ccc2cc(S(=O)(=O)N3CCCC3)ccc21)NCc1ccco1,-0.5,-0.8,-1.0,1,1,0.9,-2,1.3,0.1,0.4,-1
Fc1ccccc1COc1ccc(-c2nnn(Cc3ccccc3F)n2)cc1,1.6,-1.6,-0.9,4,-1,1.6,-6,2.9,-0.1,0.2,3
CCN(CC)C(=O)C1=C(C)N(Cc2ccc(F)cc2)C(=O)C(CC(=O)NC2CCCC2)C1 (configuration not stated),1.2,-1.6,-0.7,-1,-3,-2.2,-10,0.4,-0.3,0.8,-4
Cc1ccnc(NC(=O)c2ccccc2NC(=O)c2ccc(Cl)cc2Cl)c1,-0.8,0.6,-1.6,-17,2,-1.4,-3,2.1,-0.1,-2.4,-1
CC(C)c1ccc(NC(=S)NNC(=O)c2cccs2)cc1,3.5,1.1,-0.5,-9,-7,5.3,-8,11*,1.7,0.7,4
CCc1nnc(NC(=O)C2Cc3ccccc3CN2S(=O)(=O)CC)s1 (configuration not stated),-0.8,-0.1,-1.6,-2,-4,1.1,2,0.2,-0.3,0.2,-1
O=C(O)c1cccc(-c2ccc(/C=c3/sc4nc5ccccc5n4c3=O)o2)c1,-0.4,-1.0,0.2,-1,-2,1.1,1,6.7,2.0,2.2,-3
O=C(NCCN1CCc2ccccc2C1)Nc1ccc(F)cc1,1.6,-1.4,-0.5,0,-1,0.6,-10,5.3,-0.5,1.8,0
CCCS(=O)(=O)N1CCCC(c2nc(-c3ccc(OC)cc3)no2)C1 (configuration not stated),-0.1,-0.4,-1.6,1,0,1.8,0,-1.1,-0.2,1.0,2
CN(Cc1ccc2ccccc2c1)C(=O)c1ccc(C(F)(F)F)cc1,1.8,-0.1,-1.6,-6,2,5.1,5,3.1,-0.3,0.0,-2
COc1ccccc1NC(=O)Cn1nnc(-c2ccccc2NS(=O)(=O)c2ccccc2)n1,-2.1,-1.2,-1.5,-4,9.3*,-5.2,15,-5.2,-1.9,-2.2,-2
CC(=O)N=C1SC2CS(=O)(=O)CC2N1c1ccccc1Cl (configuration not stated),0.0,-1.5,-0.9,-1,1,-1.4,4,0.8,-0.7,0.4,-1
CCN(c1ccccc1)S(=O)(=O)c1ccc(Cl)c(NC(=O)Nc2ccc(Cl)cc2C#N)c1,-1.2,-1.6,-1.2,-3,-14,-0.8,-58,-0.1,-0.1,0.1,1
CC(C)(C)NS(=O)(=O)c1ccc(NC(=O)CS(=O)(=O)Cc2ccccc2)cc1,-0.2,2.1,-1.1,-6,-3,0.3,-7,-2.8,-1.9,-0.8,-4
COc1ccc(C2CC(=O)C3=C(C2)Nc2ncnn2C3c2ccccc2C)c(OC)c1 (configuration not stated),2.0,3.6,-1.5,-1,-1,-2.8,-9,0.7,-0.4,-0.7,-2
NC1=NC(c2ccc(F)cc2)n2c(nc3ccccc32)N1 (configuration not stated),0.1,-1.2,-1.7,4,-2,-1.0,0,1.2,0.0,-0.3,1
CN(C)C(=O)NCCCC#Cc1ccccc1,/,/,-1.6,0,-2,/,-5,-2.1,-0.7,0.2,-3
COc1cc(Br)c(CN2CCCN(C)CC2)cc1OC,0.9,2.3,-0.8,-2,-5,1.9,1,2.0,0.1,-2.8,-3
C[C@H](CO)N1C[C@H](C)[C@@H](CN(C)S(=O)(=O)c2cccs2)Oc2c(NC(=O)NC3CCCCC3)cccc2C1=O,-0.3,-1.6,-1.5,-1,4,-3.2,14,-1.7,0.6,-1.3,-1
COc1ccc2c(c1)c(CC(=O)Nc1cccc(S(N)(=O)=O)c1)c(C)n2C(=O)c1ccc(Cl)cc1,-2.6,0.9,-1.4,-3,-5,2.1,-2,-0.1,-0.6,-0.2,-2
COc1cc(S(=O)(=O)Nc2cccc(C(=O)O)c2)c(OC)cc1Cl,-1.1,0.2,-1.3,3,1,0.1,7,-0.5,0.4,-1.1,-1
Cn1cnc2cc(NCc3cccs3)ccc21,0.7,-2.8,-0.5,-9,-17,0.9,-28,6.3,0.7,0.0,0
CCCc1ccc(-c2cc(C(=O)N/N=C/c3ccc([N+](=O)[O-])o3)c3ccccc3n2)cc1,-3.1,-0.9,-1.4,-12,-5,-6.2,-14,0.1,-3.1,-0.8,-2
COc1ccccc1NC(=O)/C(=C\c1cccnc1)NC(=O)c1ccc(C)cc1,0.2,2.7,-1.3,-4,-3,1.9,-3,-0.1,-0.4,-2.3,-3

# Screens deposited in PubChem by several laboratories.
